AddAB inh – less growth of phage-infected E. coli with AddAB | E. coli expressing H. pylori AddAB, absorbance growth | inhibition, % at 11.9 µM | hit rate 0.29% among 330,000 | AID 435030; in the data active means inhibition above about 12%;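 further: 0% = vehicle wells of infected cells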
OPRM1-OPRD1 ag – agonists of human mu-delta opioid receptor heterodimerization | hit rate 0.3% among 340,000 | AID 504326 | activation, % at 9.3 µM | P35372+P41143 | cells, OPRM1-OPRD1 heterodimerization, luminescence; in the data active means activation above about 18%;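 further: 0% = vehicle-treated cells and 100% = reference agonist; values of inactives mirror those of a sister screen read the other way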
PKA-R1A activ – activators of PKA-R1A complex; P00514+P68181; PKA-R1A dissociation, Cy5-IP20 fluorescence polarization; scaled: DMSO 0%, 113 µM cGMP 100%; activation, % at 11.4 µM; hit rate 0.083% among 340,000; AID 504707;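 active means percent activation above the mean of all tested compounds plus 3 SD, cut at about 19% in these data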;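 further: higher means more PKAc released from R1A so a rise in polarization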
Mot1-301 SUMO – SUMOylation pathway inhibition by Mot1-301 growth rescue; AID 2716; S. cerevisiae Mot1-301 growth rescue, ATP luminescence, 38.5C; percent above DMSO median, 100 means doubled; hit rate 1% among 320,000; growth rescue, % at 18.8 µM;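 active means every valid replicate shows activation above 250% relative to neutral control wells; inactive means the rest, any valid replicate at or below 250%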;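 further: OY570 slx delta 5 strain wells were the positive control but not used for scaling; some compounds called inactive have numbers as strong as hits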
MOR-DOR inv ag – mu-delta opioid heterodimer inverse agonism; P35372+P41143; cell-based MOR-DOR heterodimer luminescence; inhibition, % at 9.3 µM; hit rate 0.21% among 340,000; AID 504357; in the data active means inhibition above about 22%, passing the limit was not always enough;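 further: 0% = cells with DMSO and 100% = wells without cells with DMSO; values of inactives mirror those of a sister screen read the other way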
Ecoli viability – reduces bacterial viability in AddAB counter-screen. E. coli V3065 growth, OD600 absorbance, 18 h. AID 449728. inhibition, % at 11.9 µM. hit rate 0.27% among 330,000;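 active means inhibition above the campaign's mean inhibition across all tested compounds plus 3 SD, cut at about 9.9% in these data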;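 further: uninfected addAB+ strain grown without phage in ampicillin broth; 0% = DMSO wells and 100% = ciprofloxacin 0.95 µg/ml wells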
Pemphigus Ab inh – human desmoglein-3 autoantibody binding inhibition | DSG3-coupled beads, scFv-anti-DSG3-GFP binding, flow cytometry; stronger effect = lower value | binding (percent of control), % at 10 µM | P32926 | hit rate 0.48% among 310,000;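 active means binding more than 3 SD below its plate's average and above zero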;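 further: hits lower antibody fragment binding to DSG3; some compounds called inactive have numbers as strong as hits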
HTR5A inv ag – counter-screen for OPRM1-OPRD1 inverse agonists: human HTR5A inverse agonism | hit rate 0.083% among 340,000 | inhibition, % at 9.3 µM | P47898 | HTR5A cell line, luminescence; in the data active means inhibition mostly above about 23%, no sharp cut-off; inactive means mostly below about 18%;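 further: 0% = cells with DMSO and 100% = no-cell wells with DMSO; some compounds called inactive have numbers as strong as hits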
Target sequence (P47898 whole entry, looked up): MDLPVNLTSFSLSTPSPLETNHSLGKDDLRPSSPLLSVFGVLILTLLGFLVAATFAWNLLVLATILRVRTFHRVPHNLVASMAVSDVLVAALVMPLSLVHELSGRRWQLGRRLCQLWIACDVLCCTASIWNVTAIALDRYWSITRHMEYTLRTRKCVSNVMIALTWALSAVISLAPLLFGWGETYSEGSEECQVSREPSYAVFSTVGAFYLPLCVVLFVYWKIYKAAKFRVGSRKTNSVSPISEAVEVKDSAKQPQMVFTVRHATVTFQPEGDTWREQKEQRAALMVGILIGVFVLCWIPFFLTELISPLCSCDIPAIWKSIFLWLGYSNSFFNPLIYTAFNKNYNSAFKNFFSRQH
PfHsp90 yeast 2 – reduces growth (ATP signal) of yeast expressing P. falciparum Hsp90 | S. cerevisiae expressing PfHsp90, BacTiter-Glo ATP, 48 h; yeast lacking PDR1 and PDR3 efflux regulators | inhibition, % at 9.4 µM | hit rate 0.32% among 310,000 | AID 504621;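 active means every replicate shows inhibition above about 80%, whatever the replicate mean, limit read from the data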;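 further: 0% = DMSO neutral controls and 100% = 20 µM radicicol positive controls; yeast relying on Plasmodium falciparum Hsp90 in place of its own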
phage Ecoli inh – E. coli growth loss with phage present. growth absorbance. inhibition, % at 11.9 µM. hit rate 0.26% among 360,000; in the data active means inhibition above about 11%
HTR5A ag – counter-screen for OPRM1-OPRD1 agonists: human HTR5A agonism. P47898. HTR5A agonist assay, luminescence, cell-based. activation, % at 9.3 µM. hit rate 0.61% among 340,000. AID 504692; in the data active means activation mostly above about 9.5%, no sharp cut-off; inactive means mostly below about 7.6%;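 further: 0% = cells with vehicle only and 100% = reference agonist; strong numbers were not always called active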
* marks the source's active call; other numbers are inactive results; i = inactive; / = not tested or not shown.

SMILES	AddAB inh	OPRM1-OPRD1 ag	PKA-R1A activ	Mot1-301 SUMO	MOR-DOR inv ag	Ecoli viability	Pemphigus Ab inh	HTR5A inv ag	PfHsp90 yeast 2	phage Ecoli inh	HTR5A ag
CCOC(=O)Cc1csc(SCC(=O)Nc2cc(C)ccc2OC)n1	1.1	-2.2	-4	6	11	-0.5	100	-18	-15	2.7	7
Cc1ccc(C(=O)CSc2nnc3ccccn23)c(C)c1	2.9	-0.6	-1	22	3	1.3	99	-5	-32	1.5	2
CCOc1ccc(NC(=O)COC(=O)Cn2cnc3ccccc32)cc1	-0.2	-4.1	-10	55	18	0.6	107	10	5	2.1	-4
COc1cc(C(=O)NCC(=O)OCn2nnc3ccccc3c2=O)cc(OC)c1OC	1.6	-2.3	-11	/	12	2.2	103	4	7	2.0	5
CN(Cc1ccccc1)C(=O)c1ccc(NC(=O)Cc2cccc(NC(=O)C3CCCN(C(=O)C4CCCCC4)C3)c2)cc1 (centres undefined)	4.0	-0.2	-16	25	1	1.4	99	4	/	1.1	3
O=C(NCCCN1CCOCC1)c1onc(CSc2ccccc2)c1C(=O)NCCCN1CCOCC1	-1.8	3.0	-1	-2	-17	-1.1	107	-17	4	1.7	6
COCCN(C(=O)Cc1cccs1)C(C(=O)NCc1ccc(OC)cc1)c1ccc(OC)cc1 (centres undefined)	0.8	-0.1	-1	11	1	-0.4	102	0	7	2.3	0
CC(C)c1nc(C(=O)N2CCCC(N3CCN(c4cccc(Cl)c4)CC3)C2)cs1 (centres undefined)	1.8	-2.9	9	-2	15	0.3	103	-6	2	0.5	2
COc1cccc(/C=C(/C(=O)OCC(=O)NC2CCCC(C)C2C)c2ccccc2)c1 (centres undefined)	-0.6	4.8	0	-6	-25	1.8	96	-12	1	2.8	3
C=CCSc1nnc2c(n1)OC=Nc1ccccc1-2	4.5	-1.4	-4	-1	8	1.1	112	-9	-30	2.8	0
Cc1ccc(N2C(=O)N3[C@H]4c5ccccc5OC[C@@H]4[C@@H](c4ccccc4)[C@@]3(C)C2=O)cc1	1.4	5.0	-6	8	-28	2.0	104	-17	-11	/	-1
Cc1c(NC(=O)COC(=O)Cc2ccc(Cl)cc2)c(=O)n(-c2ccccc2)n1C	-1.9	-0.1	7	-2	1	-2.8	106	-6	-7	1.4	2
O=c1cc(CSc2nc(NCc3ccc(Cl)cc3)c3ccccc3n2)nc2ccc(Cl)cn12	/	-0.9	-4	/	5	/	95	3	5	1.6	-1
O=C(O)CCC(=O)OC1CC2CCC1C2 (centres undefined)	-0.2	0.1	1	-3	0	-1.9	101	18	/	2.4	-1
Cc1ccc(NC(=O)c2ccccn2)cc1S(=O)(=O)N1CCOCC1	1.2	-1.1	-6	-1	6	0.1	105	-5	-2	0.1	2
CCc1cc(C(=O)O)c(NC(=O)C(c2ccccc2)c2ccccc2)s1	1.8	-2.7	-7	7	16	0.9	102	-13	25	3.1	-3
C[C@@H]1CN([C@@H](C)CO)C(=O)c2cccc(NC(=O)Nc3ccc(F)cc3)c2O[C@@H]1CN(C)Cc1ccc(Oc2ccccc2)cc1	0.8	0.6	-2	87	-3	-0.8	100	-30	-4	4.8	-5
CCOC(=O)c1cc(S(=O)(=O)NCCc2ccc(OC)c(OC)c2)cn1C	1.3	-2.5	-11	5	13	0.2	/	17	6	1.1	1
O=C(CCCOc1ccc(Cl)cc1Cl)NCc1ccncc1	-1.1	-1.5	-9	46	8	-1.2	108	-7	2	0.5	-2
O=C1NC(c2ccco2)Nc2sc3c(c21)CCN(Cc1ccccc1)C3 (centres undefined)	2.4	-1.0	6	1	6	0.8	112	-5	20	3.5	2
Clc1ccccc1C1SCC2Nc3ccccc3CN21 (centres undefined)	0.2	5.3	-16	-1	-32	0.3	95	-21	-1	1.7	4
COCCCN(C(=S)NC(=O)c1ccc(C(C)(C)C)cc1)c1c(N)n(Cc2ccccc2)c(=O)[nH]c1=O	3.7	-1.8	4	4	10	0.2	127	-15	-14	2.5	-4
Cc1cccc(N(C(=O)Cn2nnc3ccccc32)C(C(=O)NCc2ccco2)c2ccncc2)c1C (centres undefined)	2.0	-2.2	1	18	10	-0.9	117	0	16	1.1	2
Cc1c(Cl)cccc1NC(=O)CCN1CCN(C)CC1	-2.1	-1.6	12	7	8	-3.7	98	-15	27	-0.9	4
COCCn1c(SCC(=O)NC2CCCCC2)nnc1-c1ccncc1	2.4	-0.6	10	-14	3	-1.2	102	5	-3	0.8	-2
Cn1c(CNc2cccc(Cl)c2)nnc1SCC(=O)OC1CCCCC1	-0.4	-0.6	-2	-8	4	-0.3	/	-1	/	2.9	0
COCCCNC(=O)c1ccc2c(=O)n(Cc3ccc4c(c3)OCO4)c(=S)[nH]c2c1	-0.7	-0.8	1	-12	4	-1.4	86	57*	-43	0.6	3
N#Cc1ccc(N2Cc3ccccc3/C2=N/C(=O)Nc2ccc(Cl)cc2)cc1	5.0	-1.0	5	14	6	1.9	124	-23	-32	2.3	1
COc1cc(/C=N/NC(=O)C2CC(=O)N(c3ccc(C)cc3)C2)cc(OC)c1OC (centres undefined)	3.5	-0.7	-2	5	4	-1.9	106	-7	22	0.5	6
COc1ccc(NC(=O)c2cc3n(n2)C(C(F)(F)F)CC(c2ccc4c(c2)OCO4)N3)cc1OC (centres undefined)	1.8	1.1	-1	12	-6	-0.5	103	2	-2	/	1

The list continues:
SMILES	AddAB inh	OPRM1-OPRD1 ag	PKA-R1A activ	Mot1-301 SUMO	MOR-DOR inv ag	Ecoli viability	Pemphigus Ab inh	HTR5A inv ag	PfHsp90 yeast 2	phage Ecoli inh	HTR5A ag
Nc1nc(-c2ccc(F)cc2)cc(C(F)(F)F)n1	-0.1	-0.7	-4	503	4	-1.6	97	8	/	0.9	6
COC(=O)Cc1c(O)ccn(CCc2ccc(OC)c(OC)c2)c1=O	-0.3	-1.9	-10	87	9	0.2	105	16	0	3.2	0
COc1ccc(CC(CC(=O)O)C(=O)Nc2ccc(OC)cc2)cc1 (centres undefined)	0.2	-2.0	-6	i	11	0.8	107	-6	/	0.8	-2
CCOC(=O)C1CCN(C(=O)C2CCN(C(=O)c3ccc([N+](=O)[O-])cc3)CC2)CC1	1.6	-5.1	-7	66	26	-3.5	104	-13	-6	/	6
Nc1ccc(Nc2ccncc2[N+](=O)[O-])cc1	1.4	-2.3	-4	9	13	2.3	90	14	10	0.0	-1
CC(C)(C)OC(=O)C(C)(C)Sc1nnc(N)s1	-0.2	0.3	5	-12	-2	-2.1	/	-21	-7	1.5	8
CCc1ccc(NC(=O)CN2C(=O)CSC2=O)cc1	0.6	0.3	0	-2	-2	2.1	99	-10	-25	2.5	14*
CCOC(=O)c1c(C)[n+]([O-])c2ccc3c(non3O)c12	0.5	-1.9	-10	287	10	2.5	104	0	-1	3.5	-2
CN(CC(=O)NCc1ccc(Cl)cc1)S(=O)(=O)c1cccc2cccnc12	4.2	-4.0	-5	220	20	0.6	108	-2	7	2.9	1
CC1CCCCN1S(=O)(=O)c1ccc(C(=O)Nc2ccccc2-c2nc3ccccc3s2)cc1 (centres undefined)	-2.8	-3.4	-6	7	19	-2.9	97	-2	-21	2.2	1
Cc1noc(C)c1CSCC(=O)N1CCN(c2ccc([N+](=O)[O-])cc2)CC1	1.1	-1.0	0	-22	6	3.3	107	15	10	1.0	-6
Cc1ccc(-c2nc3ncccn3c2Nc2ccc3c(c2)OCO3)o1	4.0	2.6	-5	6	-16	-0.6	/	-5	-5	2.3	-3
COc1ccc(N2CC(C(=O)N/N=C/c3cc([N+](=O)[O-])ccc3O)CC2=O)cc1 (centres undefined)	0.5	-4.3	-2	5	22	-0.9	99	11	-7	2.7	-4
COc1ccccc1NC(=O)C1CC(O)CN1C(=O)Oc1ccccc1 (centres undefined)	0.2	-2.7	2	3	14	-0.1	109	-1	22	3.0	0
CCC(c1nnnn1Cc1ccc2c(c1)OCO2)N1CCN(CC)CC1 (centres undefined)	3.9	-1.6	3	-12	8	-0.4	100	-12	1	3.3	-1
Cc1ccc(C)c(-n2c(-c3ccc4c(c3)OCO4)n[nH]c2=S)c1	0.0	-1.7	-5	97	9	-1.4	107	-21	-11	1.6	-2
O=C1C2C3C=CC(C3)C2C(=O)N1c1ccccc1OS(=O)(=O)c1ccccc1 (centres undefined)	4.0	-0.1	-5	-11	0	0.0	97	8	6	1.2	1
CCOC(=O)C1(C)NC(c2cccs2)C2C(=O)N(c3ccccc3)C(=O)C21 (centres undefined)	4.2	-2.6	-10	121	15	2.0	95	-4	4	3.4	1
N#CCC(=N)N1CCN(c2ccccc2Cl)CC1	1.8	-2.1	2	5	10	-0.2	111	0	/	0.6	0
CC(C)CC(=O)NNC(=O)c1ccc(Cl)cc1	0.8	2.2	-11	-20	-14	-1.4	89	-14	1	1.7	7
COc1cc2c(cc1OC)C(c1ccc(Cl)cc1)=NCC2	0.9	-1.2	-12	-4	6	0.0	106	-10	9	3.9	-3
CC(C)Cc1nnc(NC(=O)CCC(=O)NCCc2ccc(Cl)cc2)s1	0.0	-1.0	-5	22	5	0.8	98	-17	14	3.0	4
Cc1ccccc1-c1cc(C(=O)NCc2cccc(Br)c2)n(CC2CC(c3cccnc3)=NO2)n1 (centres undefined)	2.5	-1.9	-11	11	11	0.7	96	-13	-7	0.9	4
CCC(=O)NCc1nc2ccccc2n1Cc1ccccc1F	0.2	-1.3	-11	86	8	-1.6	105	-20	30	0.8	8
COc1ccc(C(O)c2nccc3cc(OC)c(OC)cc23)cc1OC (centres undefined)	-0.3	-1.3	-4	1	6	0.9	101	45	5	-2.1	-1
COC(=O)CC1C(=O)NCCN1C(=O)c1c(F)cccc1F (centres undefined)	0.9	-0.4	-5	2	3	1.3	/	18	-11	1.8	-7
Cc1nc2ccc(NC(=O)c3cncc(Br)c3)cc2s1	0.6	-0.9	-1	5	5	0.9	99	-22	16	0.5	3
O=C(NC1CCC(=O)N(CCOc2ccccc2)CC1)OCc1ccccc1 (centres undefined)	3.6	-2.4	-4	-4	14	-1.4	102	-8	15	-0.8	7
COc1ccc(CC(=O)Nc2cccc(-c3ccc4nnc(C)n4n3)c2)cc1OC	-0.3	1.1	1	-1	-6	0.8	102	-23	-70	-0.8	6
COc1ccc(C(=O)O)cc1S(=O)(=O)Nc1ccccc1Cc1ccccc1	/	-2.0	-4	/	13	/	/	-8	12	-0.1	3
COC(=O)c1ccc(CS(=O)(=O)c2ccc(F)cc2)o1	1.6	-2.2	1	6	10	-2.8	92	-3	5	2.3	1
O=C(Nc1ccccc1)OCCOc1ccc(Br)cc1	/	5.7	-12	10	-29	/	113	0	2	0.1	0
